# USP2a inh: qHTS Assay for Inhibitors of Ubiquitin-specific Protease USP2a Using CHOP2 as the Reporter. actives 0.01% (n = 330,000). Potency, µM (doses to about 38.3 µM), for the others: at the highest dose activity change, negative = inhibition, hits mostly inhibitors. Ubiquitin carboxyl-terminal hydrolase 2 (Homo sapiens), O75604. USP2 core, Ub-CHOP2 coupled fluorogenic reporter, 485/531;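 also: potency is read from the fitted curve at half-maximal effect; plate controls were DMSO wells for no effect and full inhibition by NEM control for full effect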
#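 Deubiquitinase activity read as fluorescence (485/531 nm) after Ub-CHOP2 cleavage activates the enterokinase reporter on its substrate; USP2 core 10nM, Ub-CHOP2 and substrate 25nM each, 30min compound preincubation then 60min RT; data normalized to NEM, curves fitted.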
# TRPV1 ag: HTS Assay for Compounds that Act as Agonists of the Vanilloid Receptor 1; activation, % at 8.33 µM; TRPV1-expressing cells, Fluo-8 calcium influx, agonist mode; actives 0.19% (n = 320,000); AID 540275, 2011; in the data active = activation above about 80%; inconclusive = between about 30% and that limit; also: 0% is about no effect
#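 TRPV1-expressing cells were cultured overnight at 35.5C and loaded with Fluo-8 calcium dye for 40 to 90 min at room temperature. After a 10 s baseline, compound was added and calcium influx was read kinetically for 3 min (ex 480/em 520 nm).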
# KCNH2 3.1 inh: qHTS for Inhibitors of KCHN2 3.1: Mutant qHTS | Potassium voltage-gated channel subfamily H member 2, brain isoform KCNH2 3.1 (human) | AID 720553, 2013 | activity change, % (tested at about 1.8 µM) | U2OS KCNH2 3.1, thallium flux FluxOr; active compounds read low | actives 0.95% (n = 340,000);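 active = maximum activity change below -70%; inconclusive = maximum activity change from -70% to -50%; inactive = maximum activity change above -50%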;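 also: thallium influx rate constant from kinetic fluorescence after stimulation buffer; % is scaled to controls: 0 for no effect and ±100 for the full control effect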
#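 Thallium flux read-out: FluxOr dye with Red40 quencher in HBSS/HEPES, 45 min at RT. Rate constants from kinetic reads were normalized to positive and negative DMSO controls. Cells: U2OS virally expressing the 3.1 isoform.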
# TCR act: Activators of T cell receptors: qHTS campaign | primary human leukocytes, anti-CD3, IL-2 HTRF, 48 h | Potency, µM (series often up to 9.22 µM), without a hit: at the highest dose activation of IL-2 secretion, usual class: activators | 330,000 tested, under 10 active | AID 504894, 2011; also: % of control where 0% means no effect
#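 Primary human leukocytes were stimulated with a-CD3 beads plus compounds for 48 hr without co-stimulation; secreted IL-2 was quantified by HTRF using a-IL-2-K (europium cryptate) and a-IL-2-d2, excited at 320nm with acceptor emission read at 665nm.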
# A-T KAP1 phos: qHTS Assay for Identifying a Potential Treatment of Ataxia-Telangiectasia. Potency, µM (highest dose often 57.5 µM), for inactives: at the top dose activation, actives largely listed as activators. actives 0.19% (n = 320,000). […] A-T fibroblasts, KAP-1 phosphorylation AlphaLISA; neocarzinostatin DNA damage 30 min before lysis; also: potency is read from the fitted curve at half-maximal effect; % of control where 0% means no effect; nearly all actives have a fitted effect of over 45% in size
#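 hTERT-immortalized A-T patient fibroblasts ([…]), 500 cells/well in OPTI-MEM, 1% FBS, got compounds for 60 min, then NCS for 30 min at 37C. Lysates were then assayed for phospho-KAP-1 by AlphaLISA (anti-pKAP1 donor, anti-KAP1 acceptor beads), 6 hr at 25C.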
# ELG1 repair inh: qHTS screen for small molecules that inhibit ELG1-dependent DNA repair in human embryonic kidney (HEK293T) cells expressing luciferase-tagged ELG1. HEK293T ELG1-luciferase reporter, luminescence, 16 h; DNA damage induced by 5-fluorouridine. Potency, µM (top dose mostly 46.1 µM), inactives show at the highest dose activity change, negative = inhibition, usual class: inhibitors. actives 2.3% (n = 330,000). AID 504467, 2011; also: potency is read from the fitted curve at half-maximal effect; % is scaled to controls: 0 for no effect and ±100 for the full control effect; nearly all actives have a fitted effect of over 55% in size
#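 Quantitative HTS, concentration-response format. 2,000 cells/well co-treated with 5-fluorouridine and compound, 16 hr in 5% CO2 at 37 °C; ONE-Glo luminescence read after 30 min.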
# Mito fusion yeast: qHTS Assay for Small Molecule Inhibitors of Mitochondrial Division or Activators of Mitochondrial Fusion; S. cerevisiae fusion-defective mutant growth rescue, CellTiterGlo 48 h; Potency, µM (doses to about 46.1 µM), without a hit: at the top dose growth rescue (activation), usual class: activators; actives 0.23% (n = 320,000); AID 485298, 2010;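 also: potency is read from the fitted curve at half-maximal effect; % of control where 0% means no effect; nearly all actives have a fitted effect of over 45% in size; temperature-sensitive fusion mutants such as fzo1-1 at 37 °C on non-fermentable ethanol glycerol medium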
#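 Growth-rescue viability read-out: after 48 h at the non-permissive 37C in glycerol/ethanol YPEG, yeast mitochondrial fusion mutants are measured by CellTiterGlo luminescence; compounds (23 nl pinned per well) restoring growth score as division inhibitors or fusion activators.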
# hERG WT inh: qHTS for Inhibitors of KCHN2 3.1: Wildtype qHTS; Voltage-gated inwardly rectifying potassium channel KCNH2 (Homo sapiens), Q12809; U2OS, BacMam KCNH2, thallium flux FluxOr; active compounds read low; activity change, % at 1.84 µM; actives 0.37% (n = 340,000); AID 720551, 2013;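 active = maximum activity change below -70%; inconclusive = maximum activity change between -70% and -50%; inactive = maximum activity change above -50%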; also: % is scaled to controls: 0 for no effect and ±100 for the full control effect
# Target sequence (Q12809 whole entry, looked up): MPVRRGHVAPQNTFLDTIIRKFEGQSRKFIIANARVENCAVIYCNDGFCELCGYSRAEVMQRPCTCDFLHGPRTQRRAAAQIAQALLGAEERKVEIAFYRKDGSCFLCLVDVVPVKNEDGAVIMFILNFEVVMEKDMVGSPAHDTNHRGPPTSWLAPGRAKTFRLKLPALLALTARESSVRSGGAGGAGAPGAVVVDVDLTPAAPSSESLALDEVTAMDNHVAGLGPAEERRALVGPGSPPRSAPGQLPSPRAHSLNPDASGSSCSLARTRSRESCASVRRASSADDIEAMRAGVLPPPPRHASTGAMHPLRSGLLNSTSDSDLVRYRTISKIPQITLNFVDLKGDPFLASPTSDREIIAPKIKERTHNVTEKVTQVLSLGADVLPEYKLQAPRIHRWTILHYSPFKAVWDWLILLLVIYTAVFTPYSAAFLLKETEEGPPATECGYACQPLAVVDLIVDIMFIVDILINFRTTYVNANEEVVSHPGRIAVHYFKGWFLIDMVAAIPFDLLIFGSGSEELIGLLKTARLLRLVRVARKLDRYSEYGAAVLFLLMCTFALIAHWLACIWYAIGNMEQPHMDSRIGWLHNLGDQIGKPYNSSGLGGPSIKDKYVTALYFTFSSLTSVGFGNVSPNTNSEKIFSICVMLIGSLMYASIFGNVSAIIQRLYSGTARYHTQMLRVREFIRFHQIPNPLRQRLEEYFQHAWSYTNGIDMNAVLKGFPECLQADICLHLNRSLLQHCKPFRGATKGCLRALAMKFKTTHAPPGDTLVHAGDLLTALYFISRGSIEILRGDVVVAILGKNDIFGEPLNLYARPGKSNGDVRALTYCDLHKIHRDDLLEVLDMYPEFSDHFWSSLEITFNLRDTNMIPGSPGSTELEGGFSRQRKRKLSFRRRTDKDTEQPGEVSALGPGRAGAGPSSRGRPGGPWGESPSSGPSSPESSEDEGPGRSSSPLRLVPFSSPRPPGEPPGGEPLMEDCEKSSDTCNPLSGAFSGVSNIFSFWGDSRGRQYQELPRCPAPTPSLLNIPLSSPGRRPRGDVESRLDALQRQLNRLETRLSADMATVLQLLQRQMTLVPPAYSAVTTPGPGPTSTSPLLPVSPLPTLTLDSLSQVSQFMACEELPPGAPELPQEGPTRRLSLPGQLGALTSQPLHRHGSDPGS
#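 U2OS cells were transduced with wild-type KCNH2 virus (2.03 x 10^8 / mL) for 4 h at room temperature, then cultured overnight at 37 C. Thallium flux was read with FluxOr dye. Rate constants were normalized to DMSO controls.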
# TSHR antag: Antagonists of the Thyroid Stimulating Hormone Receptor: HTS campaign; Thyrotropin receptor (Homo sapiens), P16473; TSHR-expressing cells, TSH-stimulated cAMP HTRF, 2 h; active compounds read low; activity change, negative = inhibition, % at 11.5 µM; actives 0.2% (n = 330,000); AID 504810, 2011;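 active = activity change below a set negative limit, meaning inhibition stronger than a set level, cut at about -70% in these data; inconclusive = activity change between two set negative limits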; also: % is scaled to controls: 0 for no effect and ±100 for the full control effect
#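 Read-out is FRET at 665 nm (cryptate excitation 337 nm) from a cryptate-tagged anti-cAMP antibody, competed by cell cAMP against cAMP-d2. Compounds are tested on freshly harvested TSHR cells challenged with 4nM TSH (EC80) for 2 hours at 37 deg C.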
# Eya2 phos inh: qHTS Assay for Inhibitors of the Phosphatase Activity of Eya2 | Potency, µM (highest dose often 76.9 µM), for the others: at the highest dose activity, negative = inhibition, most hits filed as inhibitors | Protein phosphatase EYA2 (Homo sapiens), O00167 | actives 0.006% (n = 330,000) | recombinant Eya2, OMFP fluorescence dephosphorylation (OMFP is methylfluorescein phosphate) | AID 488837, 2010; also: potency is read from the fitted curve at half-maximal effect; % is scaled to controls: 0 for no effect and ±100 for the full control effect
#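 Eya2 (0.2 uM) preincubated 10 min at ambient with compound, then OMFP substrate added at 50 uM; 10 min reaction in 50 mM HEPES pH 7.5, 50 mM NaCl, 5 uM MgCl2, 0.05% BSA, 1 mM DTT. Fluorescence read at Ex 485/Em 525 nm.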
# * hit, by the source's call; u = inconclusive; x = not tested or not shown; [ ] = dose if it differs, or a comment. Unless noted, calls follow the shape of the dose curve; as a rule, active = well fitted curve in the direction sought with a large enough effect; inconclusive = small, poorly fitted or top-dose-only effect, or another doubt; inactive = no such curve, though single readings can be large; an effect the other way counts as inactive or inconclusive. A portion of the library; the hit share may differ from the screen's.
# Results follow in this order: USP2a inh	TRPV1 ag	KCNH2 3.1 inh	TCR act	A-T KAP1 phos	ELG1 repair inh	Mito fusion yeast	hERG WT inh	TSHR antag	Eya2 phos inh
- CC(=O)NC(=S)Nc1cc(C(=O)O)ccc1Cl
 : 3%	-4	-5	6%	2%	6%	7%	-12	9	4%
- CCOC(=O)C1=CN(Cc2cccc(-c3ccc(Cl)nc3)c2)S(=O)(=O)N(C)C1C (configuration not stated)
 : -2%	x	17	1%[46.1 µM]	-29%	u	x	-13	-24	3%
- Cc1c(Br)c([N+](=O)[O-])nn1C(C)C(=O)Nc1ccc2c(c1)OCO2 (configuration not stated)
 : 0%	11	-16	0%	-2%	-23%	2%	5	-8	-1%
- COc1cccc(C(=O)Nc2nnc(S(=O)(=O)N3CCCCC3)s2)c1
 : 1%	-1	18	-4%	2%	-5%	0%	2	-4	7%
- CCOc1cccc(CN2CCC(CCC(=O)NC3CC3)CC2)c1O
 : -1%	-3	-26	x	3%	1%	1%	25	18	u
- CCOCCCn1c(SCC(=O)Nc2ccccc2)nc2ccccc2c1=O
 : -1%	u	-10	-7%	-3%	u	0%	14	7	-10%
- Oc1ccccc1-c1ccn[nH]1
 : 10%	x	13	5%	0%	u	x	-7	-12	8%
- CC(C)COC(=O)c1ccc(NC(=O)C2C3C=CC(C3)C2C(=O)O)cc1 (configuration not stated)
 : 3%	-1	-10	-7%	3%	u	-1%	7	-14	-11%
- CC(=O)c1ccc(OC(C)C(=O)NCC2(N3CCOCC3)CCCCC2)cc1 (configuration not stated)
 : -1%	x	7	-6%[46.1 µM]	0%	19%	x	7	9	3%
- Cc1ccc(C(=O)OCC(=O)Nc2ccccc2N2CCOCC2)cc1
 : -1%	5	-3	-1%[46.1 µM]	x	u	15%	-5	-10	2%
- CCCCn1c(N)c(N(CC(C)C)C(=O)CSCC(=O)Nc2cccc(C)c2)c(=O)[nH]c1=O
 : 1%	-1	8	0%	-5%	0%	-8%	-8	3	-2%
- CCOC(=O)C1CCN(C(=O)/C=C/c2ccc3c(c2)OCO3)CC1
 : 4%	27	1	x	3%	u	1%	-25	-5	7%
- NC(=O)c1ccccc1NC(=O)CN1CCN(Cc2ccc(Cl)cc2Cl)CC1
 : -2%	1	x	2%	2%	10µM*	-2%	18	8	13%
- COc1cc(/C=C/C(=O)Nc2ccc(N3CCCCC3)c(S(=O)(=O)Nc3ccccc3Cl)c2)cc(OC)c1OC
 : -2%	-3	-21	3%[46.1 µM]	5%	-3%	8%	16	-7	1%
- COc1ccc(C(C(=O)NC2CCCC2)N(CCCO)C(=O)c2snc(C(N)=O)c2N)cc1 (configuration not stated)
 : -1%	-3	-5	4%	2%	0%	3%	-5	29	9%
- Cc1ccc(C)c(COC(=O)c2cc(S(=O)(=O)N3CCCCC3)ccc2N2CCOCC2)c1
 : -5%	3	-36	-10%	7%	u	13%	-7	-1	-24%
- C[C@@H](c1ccccc1)N1C[C@H]2CCCN2c2cc(Br)ccc2S1(=O)=O
 : -1%	x	8	1%[46.1 µM]	-55%[inhibitor]	u	x	-3	-16	4%
- O=C(Nc1ccccc1C(=O)NCC1CCCO1)c1ccc(Cl)cc1Cl (configuration not stated)
 : 3%	19	-8	-43%	3%	0%	1%	-21	4	-24%
- CC1(C)Cc2c(c(=S)nc(-c3ccccc3)n2CCOCCO)CO1
 : 0%	1	3	6%	-5%	-1%	1%	0	21	19%
- COC(=O)C(Nc1ccccc1Cl)(c1cc(C)c(O)c(C)c1)C(F)(F)F (configuration not stated)
 : -9%	13	25	-7%	5%	u	-11%	-7	-15	-3%
- CCCCCN(C(=O)COC(=O)c1ccc(C)cc1)c1c(N)n(CCCC)c(=O)[nH]c1=O
 : -1%	0	3	4%	2%	-9%	0%	10	-20	-21%
- CN(CC1COc2ccccc2O1)C(=O)Cn1cc(C(F)(F)F)ccc1=O (configuration not stated)
 : -5%	x	-13	2%	-15%	0%	x	0	0	-1%
- CCc1nn(C(CC)C(=O)NCc2cccc(OC)c2OC)c(=O)c2cc3occc3n12 (configuration not stated)
 : 0%	1	-1	-21%	-5%	u	21%	9	-8	8%
- Cc1ccc(NC(=O)Cc2ccsc2)cc1Cl
 : 0%	u	-3	-121%	5%	u	-8%	-13	-2	8%
- CC(=O)SC(C[N+](=O)[O-])c1cn(C(C)=O)c2ccccc12 (configuration not stated)
 : -4%	-3	0	-9%	-5%	u	-12%	4	-33	4%
- CCCCN(CC)C(=O)Cc1ccccc1OC
 : -1%	-2	2	2%	7%	-15%	-3%	-4	3	-2%
- Cc1c(N=Cc2cc3c(cc2Cl)OCO3)c(=O)n(-c2ccccc2)n1C
 : -6%	-3	15	-5%	8%	2%	-3%	-25	0	2%
- CCCC(C)NC(=O)c1cc(S(=O)(=O)N2CCCCCC2)ccc1OC (configuration not stated)
 : 2%	30	7	-27%	1%	1%	0%	4	-16	-15%
- COc1ccc(-c2[nH]ncc2/C=N/NC(=O)c2ccc(Br)cc2)c(OC)c1
 : 2%	1	-7	-1%[46.1 µM]	6%	-22%	-2%	2	-18	-14%
- C=CCNc1cc(C(F)(F)F)nc(-c2ccccn2)n1
 : 0%	x	-8	3%	-5%	20%	-9%	1	5	15%

# Reformatted field by field: entries from further up
CCOC(=O)C1=CN(Cc2cccc(-c3ccc(Cl)nc3)c2)S(=O)(=O)N(C)C1C (configuration not stated)
- USP2a inh: -2%
- TRPV1 ag: x
- KCNH2 3.1 inh: 17
- TCR act: 1%[46.1 µM]
- A-T KAP1 phos: -29%
- ELG1 repair inh: u
- Mito fusion yeast: x
- hERG WT inh: -13
- TSHR antag: -24
- Eya2 phos inh: 3%
Cc1c(Br)c([N+](=O)[O-])nn1C(C)C(=O)Nc1ccc2c(c1)OCO2 (configuration not stated)
- USP2a inh: 0%
- TRPV1 ag: 11
- KCNH2 3.1 inh: -16
- TCR act: 0%
- A-T KAP1 phos: -2%
- ELG1 repair inh: -23%
- Mito fusion yeast: 2%
- hERG WT inh: 5
- TSHR antag: -8
- Eya2 phos inh: -1%
COc1cccc(C(=O)Nc2nnc(S(=O)(=O)N3CCCCC3)s2)c1
- USP2a inh: 1%
- TRPV1 ag: -1
- KCNH2 3.1 inh: 18
- TCR act: -4%
- A-T KAP1 phos: 2%
- ELG1 repair inh: -5%
- Mito fusion yeast: 0%
- hERG WT inh: 2
- TSHR antag: -4
- Eya2 phos inh: 7%
CCOc1cccc(CN2CCC(CCC(=O)NC3CC3)CC2)c1O
- USP2a inh: -1%
- TRPV1 ag: -3
- KCNH2 3.1 inh: -26
- TCR act: x
- A-T KAP1 phos: 3%
- ELG1 repair inh: 1%
- Mito fusion yeast: 1%
- hERG WT inh: 25
- TSHR antag: 18
- Eya2 phos inh: u

# Further records
Structure	USP2a inh	TRPV1 ag	KCNH2 3.1 inh	TCR act	A-T KAP1 phos	ELG1 repair inh	Mito fusion yeast	hERG WT inh	TSHR antag	Eya2 phos inh
O=C(NCCCN1CCOCC1)C(=O)N/N=C/c1ccccc1O	-2%	1	0	-30%	-5%	u	-1%	-1	-3	-7%
CNc1ccc(C(=O)c2ccccc2C(=O)O)cc1[N+](=O)[O-]	1%	-4	2	4%	-1%	7%	5%	-17	-16	-5%
CC(C)c1nc2c(c(=O)c3ccccc3n2C)c(=O)n1CCc1ccccc1	3%	x	1	2%	5%	u	12%	2	-10	-15%
O=C1CC(c2ccco2)Cc2nc(Nc3ccc(F)cc3)ncc21 (configuration not stated)	-1%	5	2	-1%	3%	-16%	u	1	0	3%
Cc1nc(N2CCCCC2)nc(N2CCCCC2)c1C=O	1%	22	-5	2%	0%	19%	5%	1	-6	-6%
CN(Cc1cc2ccccc2[nH]c1=O)C(=O)COc1ccccc1	3%	4	-8	6%	-4%	0%	2%	1	0	u

# Screening data as filed in PubChem BioAssay.
